From PubChem
CaV13 FRET inh: Primary screen for inhibitors of IQ motif and Ca2+-dependent inactivation inhibitor domain binding in CACNA1D, Förster resonance energy transfer in living cells, …; actives 0.098% (n = 340,000); HEK cells, CFP/YFP FRET ICDI-IQ, plate reader, 10 min; percent FRET-ratio fall versus neutral wells; inhibition, % at 12.3 µM; AID 743397;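 active = mean replicate inhibition of at least 30% and at least 1% of replicates passing that level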;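 also: 0% = median of the neutral control wells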
ABCB6 inh MLPCN: ABCB6 transporter inhibitors, primary screen, K562-ABCB6 cells, flow cytometry, MLPCN library. ATP-binding cassette sub-family B member 6 (Homo sapiens), Q9NP58. fluorescence ratio to DMSO, % at 10 µM. K562-ABCB6 porphyrin accumulation, 1 h; hits give low values. actives 0.19% (n = 360,000);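 active = fluorescence ratio to DMSO below 75%, the collection mean minus 3 SD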;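 also: signal is porphyrin accumulated inside mitochondria; 100% equals median channel fluorescence of DMSO control wells; lower ratio means ABCB6 inhibition with less porphyrin fluorescence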
PDI turbidity: inhibitors of human PDI, primary screen, biochemical, turbidity, single point, plate reader. PDI insulin aggregation turbidity, A650, 90 min. inhibition, % at 10 µM. actives 0.052% (n = 350,000);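 active = mean inhibition across replicates of 30% or more, whatever share of single replicates reach that level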;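 also: absorbance from insulin aggregation driven by PDI reduction with DTT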
N-glyco inh: increase of ERlucT glycosylation luciferase signal, primary screen, N-linked glycosylation inhibitor project, D54 ERlucT cells, luminescence, set 2 | actives 0.23% (n = 360,000) | D54 ERlucT glycosylation luciferase reporter, 24 h; percent of 100 nM tunicamycin response | reporter increase, % at 12.5 µM | AID 588692, 2011;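 active = mean luciferase reporter signal, scaled so untreated is 0 and the glycosylation-blocking control 100, at or above a set limit in every replicate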;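 also: luciferase carries N-glycosylation sites so blocking glycosylation raises the light; 0% = median of neutral control wells and 100% = median of 100 nM tunicamycin wells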
MC4R ag barr: MC4R agonists recruiting beta-arrestin, primary screen, cell-based, luminescence, agonist arm of biased-ligand search. Melanocortin receptor 4 (Homo sapiens), P32245. U2OS MC4R beta-arrestin complementation; percent of melanotan II response, DMSO zero. activation, % at 8.9 µM. actives 0.98% (n = 360,000);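 active = activation above a per-plate cutoff, the mean activation of sample wells on that plate plus 3 SD, cut at about 8% in these data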
MC4R antag cAMP: MC4R antagonists of cAMP signaling, primary screen, cell-based, TR-FRET, antagonist arm of biased-ligand search; Melanocortin receptor 4 (Homo sapiens), P32245; inhibition, % at 6.5 µM; AID 540295, 2011; actives 0.48% (n = 360,000); MC4R-expressing cells, MTII-stimulated cAMP, LANCE TR-FRET;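 active = inhibition above its plate's cutoff, the mean of tested wells on that plate plus 3 SD, cut at about 29% in these data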;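 also: 0% = Melanotan II alone and 100% = Melanotan II plus saturating MCL0020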
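Assay system: U2OS cells stably expressing human melanocortin 4 receptor (MC4R) / Dosing: 6.5 µM / Timing: compound 30 min, challenge 1 h, detection 1 h / Measured by: Eu-cAMP/anti-cAMP TR-FRET, emission 671 nm / Replicates: singlicate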
H9c2 protect: cardioprotection against H2O2-induced cell death, primary screen, uHTS, H9c2 cells, ATPLite luminescence | AID 588492, 2011 | actives 0.63% (n = 360,000) | H9c2 cardiomyocytes, H2O2 injury protection, 2 h | protection from H2O2 cell death, % at 20 µM;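 active = compounds giving at least 50% protection of heart cells from peroxide-induced death in the single-dose screen, raw or plate-pattern-corrected value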;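 also: 0% = DMSO wells with peroxide and 100% = DMSO wells without peroxide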
ABHD5 PLIN5 PPI: ABHD5-PLIN5 interaction inhibitors, primary screen, cell lysate, split luciferase complementation, luminescence. actives 0.78% (n = 360,000). Perilipin-5 (Homo sapiens) + 1-acylglycerol-3-phosphate O-acyltransferase ABHD5 (Homo …. Split G. princeps luciferase complementation, 4 h. inhibition, % at 4 µM;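 active = inhibition above the mean inhibition across every tested compound plus 3 SD, cut at about 22% in these data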;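 also: 0% = DMSO only wells and the 100% control is not disclosed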
Target sequence (Q00G26 whole entry, looked up): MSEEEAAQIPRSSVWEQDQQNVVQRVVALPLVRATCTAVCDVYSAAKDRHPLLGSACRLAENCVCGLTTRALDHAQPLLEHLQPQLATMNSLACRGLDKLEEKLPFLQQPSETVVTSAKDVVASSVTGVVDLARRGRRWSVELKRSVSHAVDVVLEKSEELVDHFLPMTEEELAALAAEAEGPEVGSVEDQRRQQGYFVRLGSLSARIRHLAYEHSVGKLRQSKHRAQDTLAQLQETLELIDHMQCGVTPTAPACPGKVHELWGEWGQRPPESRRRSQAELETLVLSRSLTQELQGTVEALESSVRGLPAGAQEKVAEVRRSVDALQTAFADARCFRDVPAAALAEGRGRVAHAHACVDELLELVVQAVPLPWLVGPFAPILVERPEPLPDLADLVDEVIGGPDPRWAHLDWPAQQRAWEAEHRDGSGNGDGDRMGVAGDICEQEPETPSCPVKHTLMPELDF
Target sequence (Q8WTS1 whole entry, looked up): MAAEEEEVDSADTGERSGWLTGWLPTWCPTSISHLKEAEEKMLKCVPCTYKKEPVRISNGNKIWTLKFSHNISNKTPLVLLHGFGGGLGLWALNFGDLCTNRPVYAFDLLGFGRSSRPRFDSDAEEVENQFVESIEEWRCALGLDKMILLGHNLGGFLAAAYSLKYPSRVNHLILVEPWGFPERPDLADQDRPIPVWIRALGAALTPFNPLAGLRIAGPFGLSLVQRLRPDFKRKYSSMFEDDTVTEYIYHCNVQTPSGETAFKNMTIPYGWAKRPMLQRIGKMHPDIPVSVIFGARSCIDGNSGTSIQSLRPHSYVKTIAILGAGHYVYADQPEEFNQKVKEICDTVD
HTR2A ag: mouse Htr2a agonists via beta-arrestin recruitment, primary screen, cell-based, luminescence. actives 0.66% (n = 360,000). activation, % at 7.6 µM. CHO-K1 mHTR2A beta-arrestin complementation; percent of 30 µM serotonin response. 5-hydroxytryptamine receptor 2A (Mus musculus), P35363;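 active = activation above a run cutoff, the mean activation of all tested compounds plus 3 SD, cut at about 14% in these data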;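 also: 0% = plate median of compound wells and 100% = 30 µM serotonin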
Granule exo inh: LAMP-1 surface exposure blockers, TALL-104 cells – cell-based, flow cytometry, MLPCN library, primary screen. inhibition, % at 10 µM. actives 0.66% (n = 360,000). TALL-104 LAMP-1 surface exposure; cells stimulated with thapsigargin and PMA;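 active = inhibition above about 55%, limit read from the data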
Starred values were filed as active, the others as inactive; x = not tested or not shown.

SMILES | CaV13 FRET inh | ABCB6 inh MLPCN | PDI turbidity | N-glyco inh | MC4R ag barr | MC4R antag cAMP | H9c2 protect | ABHD5 PLIN5 PPI | HTR2A ag | Granule exo inh
Cc1cccc(NC(=O)COC(=O)C2C3CC4OC(=O)C2C4C3)c1C (stereo unspecified) | -7.0 | 99.0 | -9.3 | 2.1 | -1.2 | 13.0 | 5.3 | 7.8 | -3.2 | 0.1
COC(=O)c1c(NC(=O)CN2CCN(C(=O)c3ccco3)CC2)c2c(C)cccc2n1C | -0.6 | 194.0 | 7.4 | 2.0 | -1.5 | 3.5 | 3.3 | 1.7 | 3.5 | -10.3
O=C(Nc1ccncc1)C1CC(=O)N(c2ccc(F)cc2)C1 (stereo unspecified) | -6.8 | 101.0 | 2.2 | 1.2 | 2.3 | 8.9 | -1.4 | -5.3 | -4.7 | 6.9
COc1ccc(CCN2CC(C(=O)NCc3cnn(C(C)C)c3)CCC2=O)cc1 (stereo unspecified) | -9.4 | 99.0 | -13.8 | -2.7 | -3.5 | 2.1 | 5.5 | -2.4 | -2.8 | 17.4
Cc1ccc(Cn2c(=O)c3cccnc3n(CC(=O)Nc3cccc(C(F)(F)F)c3)c2=O)cc1 | -2.8 | 98.0 | -14.7 | -5.9 | -0.3 | -7.4 | -1.9 | -2.4 | 3.0 | -2.5
CCCCc1nc(Cl)c(C#N)c2c1CCCC2 | -17.9 | 97.0 | -4.7 | -6.9 | -1.6 | 1.8 | -4.9 | -4.0 | 8.8 | -0.1
COc1ccc(CN(CCC#N)CCC2(c3ccccc3)CC(C)N(C)CC2C)cc1OC (stereo unspecified) | -12.9 | 95.0 | -5.4 | -1.9 | -1.3 | -1.1 | 13.5 | -2.1 | 2.0 | 35.2
CC(=O)N(CC#CCN(C(C)=O)c1ccccc1)c1ccccc1 | -14.9 | 105.0 | 7.7 | -1.5 | -0.6 | 3.8 | 0.1 | 2.2 | 7.6 | 0.1
CCc1nn(CC(=O)NCCCN(CC)Cc2ccccc2)c(=O)c2cc3sccc3n12 | -4.7 | 93.0 | 11.6 | -3.5 | -1.1 | -3.6 | 14.5 | 3.7 | -7.7 | -1.3
CCOC(=O)c1ccc(Nc2c(CC)c(C)nc3ncnn23)cc1 | -6.9 | 94.0 | -2.9 | 0.4 | 1.5 | 4.6 | -1.5 | 3.3 | 1.8 | 1.0
O=C(COc1ccccc1)Nc1ccc2c(c1)nc1n2CCSC1 | -4.2 | 99.0 | -4.4 | -0.1 | 0.8 | -4.8 | -7.9 | -9.4 | -1.0 | -1.5
CCOc1ccc(C(=O)NNC(=O)CN2C(=O)NC3(CCCC3)C2=O)cc1 | -4.9 | 95.0 | 4.6 | 0.5 | -0.5 | -0.9 | -2.7 | -0.1 | 5.2 | 0.9
Cc1ccc(S(=O)(=O)N2CCN(Cc3nnc(-c4c(-c5ccccc5)noc4C)o3)CC2)cc1 | -3.1 | 91.0 | 1.7 | -2.2 | -1.6 | 19.4 | -14.5 | 4.2 | -1.8 | -9.3
CCCN1Cc2cccc(C(=O)Nc3ccc(C)cc3)c2C1=O | x | 103.0 | 0.1 | -0.1 | 0.8 | 5.7 | 0.1 | 0.7 | 4.2 | -4.1
CCOC(=O)C(=Cc1ccc(N(C)C)cc1)C(=O)c1ccccc1 | -10.5 | 97.0 | x | -0.8 | x | x | -4.4 | 21.6 | -5.4 | -9.0
CC(CN1CCOCC1)OC(=O)Cc1ccc(Cl)cc1 (stereo unspecified) | -5.8 | 102.0 | 0.9 | 1.0 | 2.6 | 11.1 | 2.1 | 2.5 | 1.6 | 0.8
CCOC(=O)c1c(NC(=O)C(C)S(=O)(=O)c2cn(CC)c3ccccc23)sc2c1CCCC2 (stereo unspecified) | -5.3 | 93.0 | x | -2.8 | 0.8 | 15.5 | -6.9 | -6.6 | 6.6 | 7.4
CN(C)CCCNC(=O)c1cc(C(=O)Cc2ccc(Cl)cc2)c[nH]1 | -3.6 | 100.0 | 3.8 | -0.7 | 0.3 | 12.8 | 8.2 | -7.9 | -5.6 | 14.3
CC(C)Cc1cc(CNC(=O)C2CCC(=O)N(Cc3cccc(C(F)(F)F)c3)C2)on1 (stereo unspecified) | -5.7 | 100.0 | 4.2 | 1.3 | -4.4 | -4.4 | -3.1 | -3.9 | 0.6 | -4.5
O=C(CSc1nc2ncc(Br)cc2[nH]1)c1cccc([N+](=O)[O-])c1 | x | 102.0 | 14.6 | -1.3 | 1.9 | 8.3 | 3.6 | -3.9 | 2.4 | 7.1

Complete entries, quoted from the list. Values in the order: CaV13 FRET inh | ABCB6 inh MLPCN | PDI turbidity | N-glyco inh | MC4R ag barr | MC4R antag cAMP | H9c2 protect | ABHD5 PLIN5 PPI | HTR2A ag | Granule exo inh
CCc1nn(CC(=O)NCCCN(CC)Cc2ccccc2)c(=O)c2cc3sccc3n12 is listed as -4.7 | 93.0 | 11.6 | -3.5 | -1.1 | -3.6 | 14.5 | 3.7 | -7.7 | -1.3
O=C(Nc1ccncc1)C1CC(=O)N(c2ccc(F)cc2)C1 (stereo unspecified) is listed as -6.8 | 101.0 | 2.2 | 1.2 | 2.3 | 8.9 | -1.4 | -5.3 | -4.7 | 6.9
O=C(CSc1nc2ncc(Br)cc2[nH]1)c1cccc([N+](=O)[O-])c1 is listed as x | 102.0 | 14.6 | -1.3 | 1.9 | 8.3 | 3.6 | -3.9 | 2.4 | 7.1
CCOC(=O)C(=Cc1ccc(N(C)C)cc1)C(=O)c1ccccc1 is listed as -10.5 | 97.0 | x | -0.8 | x | x | -4.4 | 21.6 | -5.4 | -9.0

Remaining list, next part
SMILES | CaV13 FRET inh | ABCB6 inh MLPCN | PDI turbidity | N-glyco inh | MC4R ag barr | MC4R antag cAMP | H9c2 protect | ABHD5 PLIN5 PPI | HTR2A ag | Granule exo inh
COc1ccc(CN2CCN(Cc3c[nH]c4ccccc34)CC2CCO)cc1C (stereo unspecified) | -18.7 | 109.0 | 18.3 | -0.4 | 1.5 | 5.2 | 6.8 | 5.0 | 13.2 | 53.9
CC(C)NC(=O)CN1C(=O)c2cccc3cccc1c23 | -15.1 | 107.0 | -2.5 | 0.3 | -1.5 | 1.4 | 7.3 | 2.7 | 2.3 | 9.0
CCOc1ccc(CN2CCN(Cc3[nH]c4ccccc4c3C)CC2CCO)cc1 (stereo unspecified) | -15.1 | 101.0 | -4.3 | -3.9 | 11.7* | 13.6 | 1.0 | -1.6 | -3.8 | -2.9
O=C(CN1CCN(c2ccccc2)CC1)N1CCN(c2ccccc2)CC1 | -8.2 | 100.0 | 0.9 | -0.1 | -1.7 | 3.5 | 3.0 | -0.7 | -2.1 | 0.3
Cc1noc(C)c1NC(=O)N(C)C[C@H]1Oc2c(NC(=O)C3CCCCC3)cccc2C(=O)N([C@H](C)CO)C[C@@H]1C | -3.0 | 111.0 | 0.3 | 2.0 | -0.1 | -0.7 | 14.6 | -0.5 | 7.7 | -0.8
CC(C)(C)c1ccc(C(O)c2ncc(-c3ccc(F)cc3)[nH]2)cc1 (stereo unspecified) | -10.6 | 93.0 | 7.4 | 1.8 | 0.5 | 11.2 | -6.5 | -7.1 | 3.7 | 4.0
CC(Oc1ccc(Cl)cc1Cl)c1nc(-c2ccc(NC(=O)c3ccncc3)cc2)no1 (stereo unspecified) | -6.7 | 96.0 | 4.2 | -3.7 | 1.8 | 8.3 | -19.0 | -0.7 | -4.8 | 7.3
Cc1ccc(S(=O)(=O)c2c(C)cc(C)nc2Cl)c(C)c1 | x | 98.0 | 3.6 | -1.1 | 0.0 | 9.9 | -9.0 | 4.7 | -7.4 | 2.7
Cn1ccnc1C(=O)c1cccc([N+](=O)[O-])c1 | -5.2 | 95.0 | -0.1 | -1.8 | -3.5 | 12.4 | 4.4 | -0.7 | -4.1 | 1.4
CN(C)C(/C=C/Nc1ccc(F)cc1F)=C(C#N)C#N | -8.6 | 97.0 | -7.9 | 0.0 | 1.5 | 4.5 | -0.5 | 8.8 | -5.2 | -1.3
O=C(O)c1cccnc1SC1CC(=O)N(c2ccccc2)C1=O (stereo unspecified) | -10.1 | 98.0 | 8.0 | 1.4 | -1.4 | 7.3 | 11.0 | 2.5 | 3.3 | 0.3
CCc1c(C)sc(NC(=O)c2cc(C3CC3)on2)c1C#N | -5.3 | 89.0 | x | -0.5 | 0.6 | 3.5 | -11.7 | -9.2 | -1.3 | -0.8
COC(=O)CN1C(=O)N/C(=C/c2cc3c(cc2OC)OCO3)C1=O | -10.9 | 105.0 | 0.4 | 4.7 | -1.4 | -21.6 | 0.7 | -2.3 | 0.2 | -1.1
O=C(O)c1ccccc1C=NN=C1c2ccccc2-c2ccccc21 | -5.6 | 100.0 | -8.5 | 2.5 | -0.1 | 5.2 | -2.1 | -1.2 | 4.8 | -6.8
Cn1ccc2c(N3CCOCC3)cc3c(c21)C1CCC3C1 (stereo unspecified) | -3.5 | 86.0 | x | 1.7 | x | x | -0.3 | -9.6 | 6.3 | 7.1
Cc1ccccc1C(=O)N=c1ccn(-c2nc3ccccc3nc2NS(=O)(=O)c2ccccc2)cc1 | -15.0 | 104.0 | 1.5 | 1.2 | -2.2 | -0.7 | 0.9 | -5.2 | -3.5 | -2.6
CCN(CC)CCCN1C=C2C(=O)C(C)(OC(=O)CCc3ccccc3)C(=O)C=C2C=C1c1ccc(C#N)cc1 (stereo unspecified) | x | 104.0 | 1.0 | 3.8 | -0.6 | 0.3 | -0.1 | -28.5 | -5.0 | 1.7
Cn1c(-c2ccccc2)c(/C=N/NC(=O)c2cccnc2)c2ccccc21 | 3.8 | 95.0 | -5.7 | 46.9* | -1.4 | -4.9 | -3.3 | 3.3 | 0.7 | -0.4
Cc1nn(C(C)C(=O)NCCN2CCCCCC2)c(=O)c2nn(-c3ccccc3)c(C)c12 (stereo unspecified) | -6.7 | 100.0 | 7.0 | -2.3 | -2.4 | 8.0 | -5.8 | 12.4 | 2.9 | 7.0
CCCCNC(=S)N(CCN(CC)CC)Cc1cc2cc3c(cc2[nH]c1=O)OCO3 | -2.4 | 92.0 | 3.8 | -1.8 | -0.3 | -0.8 | 5.8 | -5.9 | 7.7 | -0.9
CCN1CCN(C2CCCCC2NS(=O)(=O)c2ccc(Cl)cc2)CC1 (stereo unspecified) | x | 95.0 | 3.7 | -1.7 | -3.9 | -1.6 | -0.6 | 4.0 | -8.9 | -0.9
